# dFosB activator: enhances mouse delta FosB homodimer DNA binding. purified delta FosB, TAMRA-CDK5 oligo fluorescence polarization; percent of positive-control signal above neutral wells. activation, % at 25 µM. actives 0.99% (n = 340,000). AID 493131;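 active means mean activation above about 17%, with every replicate also reaching it, limit read from the data, passing the limit was not always enough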;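 further: fluorescence polarization rise as delta FosB binds a TAMRA Cdk5 AP-1 oligo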
# Target sequence (P13346 whole entry, looked up): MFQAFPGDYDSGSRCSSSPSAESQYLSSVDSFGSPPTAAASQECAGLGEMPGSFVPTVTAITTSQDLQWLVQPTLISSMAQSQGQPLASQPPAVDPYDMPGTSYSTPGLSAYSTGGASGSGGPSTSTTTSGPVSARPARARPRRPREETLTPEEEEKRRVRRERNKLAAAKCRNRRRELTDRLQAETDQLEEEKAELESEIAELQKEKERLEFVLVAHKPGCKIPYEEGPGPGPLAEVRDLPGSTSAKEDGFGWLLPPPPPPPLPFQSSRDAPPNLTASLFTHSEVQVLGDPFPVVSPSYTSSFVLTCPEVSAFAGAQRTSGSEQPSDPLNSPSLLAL
# NSD2 inh: NSD2 (human) methyltransferase inhibition; NSD2 peptide methylation, AlphaScreen, 120 min; inhibition, % at 12.5 µM; O96028; AID 743445; actives 0.54% (n = 310,000); in the data active means inhibition above about 50%
# CDK5 inh: blocks human CDK5/p35 kinase activity; Recombinant CDK5/p35, ADP-Glo luminescence, 60 min; Q00535+Q15078; inhibition, % at 10 µM; actives 0.01% (n = 330,000);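 active means highest replicate inhibition of at least 50% and at least 75% of replicates reaching 50%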;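 further: plate controls were DMSO neutral control for no effect and GW8510 at 10 µM for full effect; many of its hits are not listed in these tables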
# DSG3 Ab inh: inhibitors of pemphigus antibody binding to human desmoglein-3 | P32926 | DSG3-coupled beads, scFv-anti-DSG3-GFP binding, flow cytometry; stronger effect = lower value | binding (percent of control), % at 10 µM | actives 0.48% (n = 310,000) | AID 588358;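 active means binding more than 3 SD below its plate's average and above zero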;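 further: hits lower antibody fragment binding to DSG3; some compounds called inactive have numbers as strong as hits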
# SR-BI DiI inh: blocks mouse SR-BI lipid uptake from DiI-HDL; Q61009; ldlA[mSR-BI] CHO cells, DiI-HDL uptake fluorescence, 3 h; inhibition, % at 12.5 µM; actives 0.96% (n = 320,000); AID 488896;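 active means mean replicate inhibition of at least 70% and a set share of replicates each scoring 70 or more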;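 further: 0% = median of neutral control wells and 100% = median of positive control wells; values of inactives mirror those of a sister screen read the other way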
# MITF TRPM1 HTS: activators of MITF-driven TRPM1 promoter activity in SK-MEL-5 cells; SK-MEL-5 TRPM1-promoter luciferase, 24 h; % of positive control, neutral wells = 0; activation, % at 12.5 µM; actives 0.75% (n = 300,000); AID 588334;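 active means mean activation of at least 80% with every replicate also reaching 80%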;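 further: 0% = neutral control wells and 100% = parthenolide positive control wells; values of inactives mirror those of a sister screen read the other way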
# SUMO Mot1 rescue: blocks SUMOylation pathway, rescuing yeast Mot1-301 growth; S. cerevisiae Mot1-301 growth rescue, ATP luminescence, 38.5C; percent above DMSO median, 100 means doubled; growth rescue, % at 18.8 µM; actives 1% (n = 320,000);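 active means every valid replicate shows activation above 250% relative to neutral control wells; inactive means the rest, any valid replicate at or below 250%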;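 further: OY570 slx delta 5 strain wells were the positive control but not used for scaling; some compounds called inactive have numbers as strong as hits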
# PKA-R1A activ: PKA-R1A complex activation. PKA-R1A dissociation, Cy5-IP20 fluorescence polarization; scaled: DMSO 0%, 113 µM cGMP 100%. activation, % at 11.4 µM. actives 0.083% (n = 340,000). AID 504707;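 active means percent activation above the mean of all tested compounds plus 3 SD, cut at about 19% in these data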;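 further: higher means more PKAc released from R1A so a rise in polarization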
# Arrestin-AP2 inh: blocks beta-arrestin peptide binding to AP2 adaptin; FITC-arrestin peptide / GST-AP2 beads, flow cytometry; AP2 beta2 appendage carries R879A mutation; inhibition, % at 10 µM; actives 0.31% (n = 340,000); AID 504490;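 active means inhibition above a set limit, near 3 SD of compounds lacking own fluorescence, cut at about 54% in these data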;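 further: plate controls were DMSO wells for no effect and 5 µM unlabelled arrestin peptide for full effect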
#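 System: GST-AP2 R879A bound to glutathione beads, E. coli-expressed. Also added: 50 nM FITC-arrestin peptide. Schedule: compound with beads 12 min RT, then probe 1 h RT. Signal: bead flow cytometry, FITC channel. Read-out basis: percent response.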
# SR-BI DiI-HDL act: activators of SR-BI mediated HDL lipid uptake; CHO ldlA[mSR-BI] cells, DiI-HDL uptake fluorescence, 3 h; 100 = double the neutral-control signal; activation, % at 12.5 µM; actives 0.096% (n = 320,000); AID 504775;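 active means mean replicate activation of at least 60% and every replicate at or above 60%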;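 further: 0% = median plate neutral-control signal and 100% = twice that signal; values of inactives mirror those of a sister screen read the other way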
#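 System: CHO ldlA[mSR-BI] cells / Medium: HEPES-buffered (25 mM, pH 7.4) F12 plus 0.5% BSA / Probe or stimulus: labelled HDL, 10 µg/mL / Doses: single compound concentration, delivered by pin transfer / Schedule: 3 h, 37 °C / Measured by: DiI fluorescence, bottom read / Measure: cell-associated DiI fluorescence as measure of HDL uptake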
# PKA-R2B activ: activates the human PKA-R2B holoenzyme complex; P22694+P31323; PKA-R2B holoenzyme dissociation, Cy5-IP20 fluorescence polarization; R2B truncated from residue 108, S112A mutant; 0% DMSO only, 100% 113 µM cGMP; activation, % at 11.4 µM; actives 0.079% (n = 340,000); AID 504700;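 active means activation above a cutoff set at the mean over all compounds plus 3 SD, cut at about 18% in these data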;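 further: higher means more holoenzyme dissociation and a rise in polarization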
# The depositor's hits bear a star; / = not tested or not shown. Rows are unselected; about 4.7% have a hit in one of these screens.
# Letter code: A = dFosB activator; B = NSD2 inh; C = CDK5 inh; D = DSG3 Ab inh; E = SR-BI DiI inh; F = MITF TRPM1 HTS; G = SUMO Mot1 rescue; H = PKA-R1A activ; I = Arrestin-AP2 inh; J = SR-BI DiI-HDL act; K = PKA-R2B activ
C/C(=N/NC(=O)c1ccncc1)c1ccccc1
  A: -1	B: -2	C: -1.6	D: 112	E: -15	F: 5	G: 77	H: -3	I: 12	J: 15	K: 0
CCOC(=O)C1(Cc2cccc(OC)c2)CCN(Cc2cccc(OC)c2O)CC1
  A: -13	B: 1	C: -0.5	D: 102	E: -1	F: 0	G: -19	H: 0	I: 8	J: 1	K: 6
CCC(=O)NC(=S)Nc1ccc(NC(=O)c2cc3ccccc3o2)c(OC)c1
  A: 67*	B: -4	C: -0.8	D: 100	E: 64	F: 9	G: -11	H: /	I: -9	J: -64	K: /
CC(C)(C)OC(=O)C[C@H]1C/C=C\C[C@@H](CC(=O)N(CCO)Cc2ccccc2)C(=O)N2CCC[C@H]2COC1=O
  A: -7	B: /	C: -6.1	D: 101	E: -4	F: 15	G: 27	H: -11	I: 7	J: 4	K: -2
CCOC(=O)CCC(=O)c1c(C)oc2ccc(OC)cc12
  A: -4	B: 0	C: 0.4	D: /	E: /	F: -9	G: -18	H: -3	I: -1	J: /	K: -6
CC(NC(=O)CCc1ccccc1)c1cc2c(cc1Cl)OCCO2 (configuration not stated)
  A: -1	B: 0	C: -0.3	D: 107	E: -5	F: -8	G: 1	H: -12	I: 34	J: 5	K: -2
CCOc1ccc2c(c1)s/c(=N\S(=O)(=O)c1ccc(OC)cc1)n2C(F)F
  A: -4	B: -4	C: -0.5	D: 108	E: 2	F: -10	G: 55	H: -4	I: 2	J: -2	K: 5
Cc1ccc(C2/C(=C(\O)c3c(C)nc4ccccn34)C(=O)C(=O)N2CCN(C)C)o1 (configuration not stated)
  A: 3	B: 6	C: 1.0	D: /	E: -1	F: /	G: -14	H: 3	I: 28	J: 1	K: -7
O=C(CN1C(=O)/C(=C/c2ccco2)SC1=S)NC1CCS(=O)(=O)C1 (configuration not stated)
  A: -12	B: 37	C: -4.9	D: -6.6*	E: -55	F: 5	G: -8	H: -4	I: 6	J: 55	K: -8
CC(C)C(C(=O)Nc1sc2c(c1C#N)CCCCC2)N1C(=O)c2ccccc2C1=O (configuration not stated)
  A: -13	B: 0	C: 0.0	D: /	E: 14	F: -2	G: 41	H: -2	I: -1	J: -14	K: -6
c1csc(Cc2nc(-c3ccc(-n4cccc4)cc3)no2)c1
  A: 1	B: /	C: 0.1	D: 98	E: 1	F: 70	G: /	H: 7	I: 16	J: -1	K: -2
c1ccc(Cc2nn3c(COc4ccccc4)nnc3s2)cc1
  A: -2	B: -1	C: 3.3	D: /	E: -15	F: 5	G: 4	H: -7	I: 3	J: 15	K: -1
CN(CCc1ccccn1)C(=S)Nc1ccc(Cl)c(Cl)c1
  A: -3	B: -2	C: 0.0	D: 101	E: 9	F: 30	G: 15	H: 4	I: -2	J: -9	K: -14
COc1ccc2c(c1)C(=O)OC2CC(=O)O (configuration not stated)
  A: 1	B: 0	C: -1.4	D: 107	E: -7	F: /	G: 10	H: -2	I: 12	J: 7	K: -1
CCN(CC)CC(=O)n1c2c(c3ccccc31)CCCC2
  A: 0	B: 26	C: 0.5	D: 96	E: 10	F: 4	G: /	H: 2	I: 3	J: -10	K: 9

# (continued)
# Letter code: A = dFosB activator; B = NSD2 inh; C = CDK5 inh; D = DSG3 Ab inh; E = SR-BI DiI inh; F = MITF TRPM1 HTS; G = SUMO Mot1 rescue; H = PKA-R1A activ; I = Arrestin-AP2 inh; J = SR-BI DiI-HDL act; K = PKA-R2B activ
COc1ccc(N2CCN(CCCNC(=S)Nc3c(C)cccc3C)CC2)cc1
  A: -4	B: 8	C: -0.9	D: 100	E: 63	F: -3	G: 29	H: -3	I: 5	J: -63	K: 3
COc1ccc(OCC(=O)NCc2ccc(Cl)cc2)cc1
  A: -3	B: 6	C: 0.2	D: 95	E: -28	F: 9	G: 1	H: -13	I: -8	J: 28	K: -4
CCc1nnc(NC(=O)CSc2nnc(C3CCCCC3)n2-c2cccc(Cl)c2)s1
  A: -13	B: 1	C: -0.8	D: 101	E: -9	F: -13	G: 47	H: -2	I: -9	J: 9	K: -8
CC(Nc1cccc([N+](=O)[O-])c1)C(=O)Nc1ccc(S(=O)(=O)N2CCCC2)cc1 (configuration not stated)
  A: -6	B: -1	C: 1.1	D: 103	E: 12	F: -11	G: /	H: -8	I: -17	J: -12	K: 4
CCOC(=O)c1c(-c2cccs2)csc1NC(=O)c1ccco1
  A: -7	B: -3	C: 0.8	D: /	E: -13	F: -10	G: 73	H: -12	I: -8	J: 13	K: -6
CCOC(=O)c1cc(-c2ccccc2C)n(CC2CC(c3cccc([N+](=O)[O-])c3)=NO2)n1 (configuration not stated)
  A: -3	B: /	C: 2.0	D: 105	E: -12	F: 1	G: 1	H: -2	I: 0	J: 12	K: -2
